# Screening data: PubChem BioAssay, Broad Institute
# DENV2 CPE – protects cells from dengue virus 2 cytopathic effect; DENV2-infected cells, cytopathic effect rescue, plate reader; 1.7% of 350,000 active; CPE inhibition, % at 9.99 µM; in the data active = CPE inhibition above about 20%, passing the limit was not always enough; inconclusive = no clear call, values can overlap the other calls; tested in BHK-21 cells;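 also: 0% = median of neutral control wells and 100% = median of positive control wells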
# GSIS activator – GLuc luminescence reporter in INS-1E cells, primary screen for activators of glucose-dependent secretion of insulin. INS-1E GLuc reporter insulin secretion, 2-3 h. activation, % at 16.6 µM. 0.61% of 370,000 active. AID 743287;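 active = lowest replicate activation of at least 40%, so every replicate reaches that level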;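 also: 0% = median of neutral control wells and 100% = median of IBMX positive control wells; some compounds called inactive have numbers as strong as hits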
# CFTR F508del cor – CFTR F508del correction in bronchial cells; CFBE cells, YFP halide quenching; stimulated with forskolin plus potentiator P3; % fluorescence drop versus neutral controls; activity (quench increase), % at 7.58 µM; 0.36% of 350,000 active; AID 720511;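 active = mean added fluorescence quench of at least 8% versus neutral control, with both replicates also reaching 8%; inconclusive = only one of the mean or replicate conditions met; inactive = mean below 8% and not both replicates reaching 8%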;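 also: cells transiently co-express mutant CFTR-F508del with the halide-sensitive YFP; corrector assay measuring rescue of mutant channel to the surface after 24 h compound exposure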
# XiGFP reactiv – reactivates the inactive X chromosome in mouse fibroblasts; 0.055% of 360,000 active; activation, % at 7.58 µM; AID 743238; XiGFP mouse fibroblasts, % GFP-positive cells imaging, 3 d; cells co-treated with 5-aza-dC sensitizer; scaled so ellipticine positive control = 100%;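 active = mean normalized replicate activation at least 10% and every replicate at or above 10%; inconclusive = only one of the two criteria met; inactive = mean below 10% and not all replicates reach 10%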;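 also: 0% = median of on-plate neutral control wells and 100% = ellipticine 6 µM median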
#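 material = 68-5-11 XiGFP fibroblast line | medium = DMEM plus 5-aza-dC sensitizer | schedule = 3 days compound exposure | benchmarks = positive control ellipticine, 6 µM final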
# ERp5 block – ERp5 (human) disulfide isomerase inhibition; Q15084; ERp5 insulin aggregation, absorbance 650 nm, 90 min; inhibition, % at 9.99 µM; 0.05% of 350,000 active; AID 651711;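 active = mean replicate inhibition above about 25%, with every replicate also reaching it, limit read from the data, passing the limit was not always enough; inconclusive = only one of those two criteria met; inactive = neither criterion met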
# Target sequence (Q15084 whole entry, looked up): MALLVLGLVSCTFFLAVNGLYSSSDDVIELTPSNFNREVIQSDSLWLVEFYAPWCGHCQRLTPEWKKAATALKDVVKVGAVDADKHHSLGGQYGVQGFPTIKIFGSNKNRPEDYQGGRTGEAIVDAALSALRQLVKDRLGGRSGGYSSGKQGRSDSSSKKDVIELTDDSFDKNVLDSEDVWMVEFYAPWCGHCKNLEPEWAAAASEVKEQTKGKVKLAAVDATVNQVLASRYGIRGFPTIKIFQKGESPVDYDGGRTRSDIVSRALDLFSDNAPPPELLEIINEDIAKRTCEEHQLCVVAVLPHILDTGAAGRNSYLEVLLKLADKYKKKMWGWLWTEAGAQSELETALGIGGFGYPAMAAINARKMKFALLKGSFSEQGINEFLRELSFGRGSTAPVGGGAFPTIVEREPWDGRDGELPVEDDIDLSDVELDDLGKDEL
# PAX8 reporter – PAX8 transcriptional activity inhibition | RMG-I TPO-luciferase reporter, SteadyGlo, 24 h | inhibition, % at 12.6 µM | 1.2% of 360,000 active | AID 652154;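 active = mean replicate inhibition at least 60% with every replicate also reaching 60%; inconclusive = only one of the two criteria is met; inactive = mean below 60% and not all replicates reaching 60%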;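 also: luciferase light reporting Pax8 driven TPO promoter activity; plate controls were median of neutral control wells for no effect and mitoxantrone controls for full effect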
# ARNT TACC3 PPI – ARNT/TACC3 interaction disruption; 0.66% of 390,000 active; inhibition, % at 9.99 µM; Q9Y6A5; AlphaScreen His-ARNT PAS-B/GST-TACC3 binding, luminescence; TACC3 fragment carries E629A point mutation;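 active = mean inhibition of replicates at least 50% and at least half of replicates each reaching 50%; inconclusive = half or more replicates reach 50% but mean below 50%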;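 also: 0% = complete ARNT plus TACC3 wells and 100% = ARNT alone without TACC3; many hits fall short of the cut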
# EWS-Fli block – blocks EWS/Fli oncoprotein-driven transcription. 0.67% of 350,000 active. A673 NR0B1-luciferase reporter, viability-normalised. inhibition, % at 12.6 µM;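 active = mean inhibition of at least 50% after viability correction, with every replicate also passing that limit; inconclusive = mean reaches 50% but only one of two replicates passes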;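 also: firefly luciferase signal divided by Alamar Blue viability fluorescence both relative to DMSO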
# Numbers without * were called inactive; ? = inconclusive; . = not tested or not shown.
SMILES,DENV2 CPE,GSIS activator,CFTR F508del cor,XiGFP reactiv,ERp5 block,PAX8 reporter,ARNT TACC3 PPI,EWS-Fli block
COc1ccc(CC(=O)Nc2ccc(S(=O)(=O)Nc3cc(C)nc(C)n3)cc2)cc1OC,30*,1,-0.2,0.1,1,9,.,-3
C[C@H](CO)N1C[C@H](C)[C@H](CN(C)S(=O)(=O)c2ccc(C#N)cc2)Oc2ncc(-c3ccc(F)cc3)cc2C1=O,-4,-18,-1.0,-1.4,0,.,9,12
O=S(=O)(c1ccc(NC(=S)N2CCN(c3ccc(O)cc3)CC2)cc1)N1CCOCC1,2,-10,-0.2,0.2,-1,-6,.,-8
COC(=O)c1ccc(Cl)c(NC(=O)Cc2ccccc2[N+](=O)[O-])c1,.,14,.,0.0,-6,-8,-2,.
C[C@@H]1CN([C@H](C)CO)C(=O)Cc2cc(NC(=O)CCC(F)(F)F)ccc2O[C@H]1CN(C)S(C)(=O)=O,4,8,0.9,0.4,-3,2,2,-3
Cc1ccc(NC(=O)c2sccc2-n2cccc2)c(Cl)c1,2,2,2.2,0.0,2,-1,.,-15
O=C(O)c1ccc(CSc2ncn[nH]2)cc1,.,4,-2.4,.,0,.,-17,-3
CCNc1nc2c(c(=O)n(C)c(=O)n2C)n1CCCc1ccccc1,-3,-1,-2.7,0.1,-3,28,1,14
C[C@H](O)C#Cc1cnc2c(c1)C(=O)N([C@@H](C)CO)C[C@H](C)[C@H](CN(C)Cc1cncnc1)O2,17,9,-1.3,-0.4,-2,10,-4,-19
COc1ccccc1CN1C(=O)c2ccccc2[C@@H](C(=O)NCc2ccccc2)[C@@H]1c1ccc(CO)cc1,3,.,-0.2,.,-3,2,-4,-7
COc1ccc(NC(=S)N2CCN(CCN=CC3=C(O)CC(c4ccccc4)CC3=O)CC2)cc1 (stereo not drawn),-1,.,.,-0.2,-6,2,-1,-12
O=C(Nc1ccc([N+](=O)[O-])cc1)NN1CCCCCC1,0,-23,-5.1,0.0,-5,-17,20,-19
CN(C)C1CN(Cc2cn(Cc3cccc(C(F)(F)F)c3)nn2)S(=O)(=O)C1 (stereo not drawn),-8,17,0.2,-0.1,4,-5,.,1
O=C(O)CCC(=O)NCC(=O)c1ccc(F)cc1,-3,18,-0.5,0.1,-6,-1,-8,9
Clc1ccc(CNc2cnccn2)cc1Cl,-4,-3,1.5,-0.1,-5,9,1,9
O=C(N/N=C/C(Cl)=C/c1ccccc1)c1ccc2c(c1)OCO2,-5,-2,-0.9,2.3,4,-7,-2,-11
O=c1cc(N2CCc3ccccc32)[nH]c(=O)n1-c1ccccc1Cl,.,-2,-1.2,0.2,-5,12,-9,13
O=C(COC(=O)c1cccc(Br)c1)NC(=O)NC1CCCC1,-1,2,2.7,0.0,-1,-5,-3,-6
Cc1ccc(S(=O)(=O)N[C@@H]2CC[C@H](CCn3cc(-c4ccccc4F)nn3)O[C@H]2CO)cc1,-3,-18,1.8,-0.5,-2,21,-1,-9
Cc1ccc(S(=O)(=O)N2C[C@@H]3[C@H]4CC[C@H](C4)[C@@H]3[C@@H](C)[C@@H]2c2cccn2Cc2ccccc2)cc1,-15,-1,4.5,-0.1,3,-15,6,-4
CC1(C)CC(=O)C(C(N)=NC(=O)c2ccccc2)=C(O)C1,-11,16,0.0,0.2,-1,-62,4,-93
CN(C)S(=O)(=O)c1ccc(C(=O)Nc2ccccc2SCCC#N)cc1,-2,-2,.,0.0,3,5,.,-10
Cc1nn(C)cc1CNC(=O)C1CCC(=O)N(Cc2cccc(C(F)(F)F)c2)C1 (stereo not drawn),3,16,0.4,0.0,3,-17,-5,.
CC(C)(C)NC(=O)CN(C(=O)CS(=O)CC(=O)Nc1ccc(F)cc1)c1ccc2c(c1)OCCO2 (stereo not drawn),2,4,4.0,0.1,-7,-12,-5,-1
CCCN1C[C@H](C)[C@@H](OC)CN(C)C(=O)c2ccc(NC(=O)C3CCOCC3)cc2OC[C@@H]1C,-3,-1,1.6,0.1,1,-16,.,-25
Cc1nc2sc(C(c3cccs3)N3CCC4(CC3)OCCO4)c(O)n2n1 (stereo not drawn),-2,5,1.4,.,-4,.,25,6
C[C@H](CO)N1C[C@H](C)[C@H](CN(C)C(=O)Nc2ccccc2)Oc2c(NC(=O)C3CCCCC3)cccc2C1=O,-4,-10,4.9,-0.4,-1,8,-2,0
CC(C)(C)S(=O)N1Cc2cc(=O)n(Cc3ccccc3)cc2[C@@H]1CCO (stereo partly drawn),-11,-7,1.1,-0.2,1,-26,0,6
Cc1ccc(S(=O)(=O)N(C)C[C@@H]2Oc3ccc(NS(C)(=O)=O)cc3CC(=O)N([C@@H](C)CO)C[C@H]2C)cc1,-2,5,-2.3,-0.1,9,1,5,-15
COc1ccc(C2C(C(=O)c3ccco3)=C(O)C(=O)N2CCN2CCOCC2)cc1 (stereo not drawn),18,-3,-1.3,0.0,2,1,.,0
CC(=O)c1cc(-c2ccccc2)n(CCC(=O)NC2CCCCCCC2)c1C,-3,.,.,0.0,-6,11,3,-1
COc1ccc(NC(=O)Nc2cccc3c2O[C@@H](CN(C)C(=O)NC2CCCCC2)[C@@H](C)CN([C@@H](C)CO)C3=O)cc1,-4,-10,1.6,-0.4,-1,-13,5,-29
O=C1Nc2ccccc2C1(O)Cc1ccccn1 (stereo not drawn),-3,-1,-0.5,-0.1,-2,-3,-9,5
C=CCn1c(N)cc(=O)nc1SC(C)C(=O)Nc1ccc(C(=O)OCC)cc1 (stereo not drawn),11,20,-1.6,-0.1,6,3,-13,.
CC1c2cc3c(cc2CCN1C(=O)c1ccc(C(F)(F)F)cc1)OCCCO3 (stereo not drawn),0,12,0.2,0.0,6,19,-12,1
COC(=O)[C@@]1(C)[C@H]2C(=O)N(Cc3ccccc3)C(=O)[C@H]2[C@H]2CN(C)C(=NC3CCCCC3)N21,3,14,6.1,0.1,2,-6,-6,-5
O=C(NC1CC1)C1=C[C@H](c2c[nH]c3ccccc23)C[C@H](OCCCCO)O1,-5,0,-2.2,0.7,-2,22,5,-2
CC(C)C(=O)Nc1ccc2c(c1)C(=O)N(C)[C@@H]1CC[C@@H](CC(=O)NCCc3ccccc3)O[C@H]1CO2,19,5,-0.6,0.1,.,5,0,-8
C[C@@H](O)C#Cc1ccc2c(c1)O[C@H](CN(C)C(=O)C1CC1)[C@@H](C)CN([C@@H](C)CO)S2(=O)=O,-4,12,-0.4,-1.1,-5,.,-7,9
COc1ccc(OC)c(C2C(C(=O)c3ccc(C)o3)=C(O)C(=O)N2c2cc(C)on2)c1 (stereo not drawn),?,-14,-0.1,0.0,3,6,16,.

# Rewritten with each value named: entries from further up
Cc1nn(C)cc1CNC(=O)C1CCC(=O)N(Cc2cccc(C(F)(F)F)c2)C1 (stereo not drawn)
  DENV2 CPE = 3	GSIS activator = 16	CFTR F508del cor = 0.4	XiGFP reactiv = 0.0	ERp5 block = 3	PAX8 reporter = -17	ARNT TACC3 PPI = -5	EWS-Fli block = .

CC(C)(C)NC(=O)CN(C(=O)CS(=O)CC(=O)Nc1ccc(F)cc1)c1ccc2c(c1)OCCO2 (stereo not drawn)
  DENV2 CPE = 2	GSIS activator = 4	CFTR F508del cor = 4.0	XiGFP reactiv = 0.1	ERp5 block = -7	PAX8 reporter = -12	ARNT TACC3 PPI = -5	EWS-Fli block = -1

CCCN1C[C@H](C)[C@@H](OC)CN(C)C(=O)c2ccc(NC(=O)C3CCOCC3)cc2OC[C@@H]1C
  DENV2 CPE = -3	GSIS activator = -1	CFTR F508del cor = 1.6	XiGFP reactiv = 0.1	ERp5 block = 1	PAX8 reporter = -16	ARNT TACC3 PPI = .	EWS-Fli block = -25

Cc1nc2sc(C(c3cccs3)N3CCC4(CC3)OCCO4)c(O)n2n1 (stereo not drawn)
  DENV2 CPE = -2	GSIS activator = 5	CFTR F508del cor = 1.4	XiGFP reactiv = .	ERp5 block = -4	PAX8 reporter = .	ARNT TACC3 PPI = 25	EWS-Fli block = 6

# Next section.
SMILES,DENV2 CPE,GSIS activator,CFTR F508del cor,XiGFP reactiv,ERp5 block,PAX8 reporter,ARNT TACC3 PPI,EWS-Fli block
O=C(NNC(=O)c1csc(N2CCOCC2)n1)c1ccc(=O)[nH]c1,-1,16,-0.8,0.1,5,8,2,-2
COc1ccc(-c2cccc(-c3cc(=O)oc4cc5c(cc34)OCO5)c2)cc1,1,13,-0.3,0.1,3,-13,13,-5
COc1cc(C(O)c2nc3ccccc3n2C(C)C)cc(OC)c1OC (stereo not drawn),2,-5,-0.4,0.0,2,5,50*,-8
CCN(CC)CCCNC(=O)c1cc2nc3c(c(C(F)(F)F)n2n1)CCc1ccccc1-3,0,14,1.9,-0.1,2,7,.,21
CCNC(=O)Nc1ccc(OC)cc1OC,6,7,.,0.0,3,-21,-3,-9
COC(=O)C1=C(C(=O)OC)C(C(=O)OC)N2C=CC=CC2=C1C(=O)OC (stereo not drawn),-2,-4,1.2,0.3,5,-7,.,-1
CC(C)(C)C1CCC(OC(=O)c2cncc(Br)c2)CC1 (stereo not drawn),1,9,2.9,-0.1,-1,-15,-8,2
O=P(c1ccccc1)(c1ccccc1)c1cc(Br)cc(Br)c1OCCO,7,-7,-1.6,0.4,3,24,-1,1
CCCC(=O)N1CC2(C1)CN(C(=O)Nc1cccc(F)c1)[C@H](CO)c1c2c2ccc(OC)cc2n1C,-6,-19,1.2,0.0,7,.,.,7
COc1ccc(CN(C)C(=O)CNC(=O)c2cccs2)c(OC)c1,5,-3,1.2,0.1,-3,-6,9,-5
CCOc1ccc(CCNC(=O)c2sc3nc4n(c(=O)c3c2C)CCC4)cc1OCC,?,26,1.1,0.0,4,5,-14,.
CCc1ccc(NC(=O)CC2C(=O)N(c3cccc(C)c3)C(=O)N2C2CC2)cc1 (stereo not drawn),1,-34,0.5,0.0,1,10,1,-4
CCCn1cnnc1CNC(=O)[C@H]1O[C@@H](n2ccc(=O)[nH]c2=O)[C@H](O)[C@@H]1O,-4,3,1.7,-0.1,4,9,.,-10
N#CC1=C(N)SC(N)=C(C#N)C1Cc1ccccc1,-6,-28,.,.,-1,.,-8,.
O=C(c1ccccc1NS(=O)(=O)c1ccccc1[N+](=O)[O-])N1CCOCC1,.,-6,.,0.0,.,17,7,.
CN(Cc1nc2ccccc2c(=O)[nH]1)C(=O)c1cccc(S(=O)(=O)N2CCCC2)c1,0,-3,2.6,0.0,1,-7,-2,-4
CCC(=O)N1CC2(C1)CN(Cc1ccc3c(c1)OCO3)[C@H](CO)c1c2c2ccc(OC)cc2n1C,2,-15,0.2,0.1,5,.,.,0
O=C(Nc1cccc(F)c1)C1CCCN1S(=O)(=O)c1cccc2cccnc12 (stereo not drawn),?,-6,-0.1,-0.1,-4,7,-3,-2

# Individual results from the entries so far.
# In ARNT TACC3 PPI, CCOc1ccc(CCNC(=O)c2sc3nc4n(c(=O)c3c2C)CCC4)cc1OCC has the entry -14
# In DENV2 CPE, N#CC1=C(N)SC(N)=C(C#N)C1Cc1ccccc1 has the entry -6
